Screens from PubChem.
RAD52 anneal inh: RAD52 DNA annealing inhibitors, primary screen, biochemical, FRET, single point, set 2. hit rate 0.46% among 360,000. recombinant RAD52 DNA annealing, FRET fluorescence. inhibition, % at 18.7 µM. AID 651710, 2012. DNA repair protein RAD52 homolog (Homo sapiens), P43351;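 active means every replicate showing at least 50% inhibition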
Target sequence (P43351 whole entry, looked up): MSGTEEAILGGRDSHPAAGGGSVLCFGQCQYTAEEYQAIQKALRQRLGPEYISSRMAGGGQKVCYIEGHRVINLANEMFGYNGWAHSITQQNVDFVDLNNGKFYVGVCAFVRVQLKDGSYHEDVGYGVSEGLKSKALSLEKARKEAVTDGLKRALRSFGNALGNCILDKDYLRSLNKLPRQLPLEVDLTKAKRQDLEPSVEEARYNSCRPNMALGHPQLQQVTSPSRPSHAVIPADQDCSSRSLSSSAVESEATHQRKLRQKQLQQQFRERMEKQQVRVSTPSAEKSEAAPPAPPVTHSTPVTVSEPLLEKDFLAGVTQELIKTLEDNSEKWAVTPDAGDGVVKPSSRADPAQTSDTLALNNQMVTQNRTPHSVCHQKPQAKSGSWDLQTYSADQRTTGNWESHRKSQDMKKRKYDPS
RAD54 inh: inhibitors of human RAD54 branch migration, primary screen, biochemical, fluorescence, single point; hit rate 0.14% among 360,000; inhibition, % at 10.4 µM; RAD54 Holliday junction branch migration, FAM/BHQ fluorescence; DNA repair and recombination protein RAD54-like (Homo sapiens), Q92698; AID 602329, 2012;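 active means mean normalized replicate activity at least 40 and at least half of replicates scoring 40 or more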;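 further: 0% = median of neutral control wells and 100% = median of positive control wells; inhibitors cause a drop in the FAM fluorescence signal; in these data hits start at about 50%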
ERAP1 inh: human ERAP1 aminopeptidase inhibitors, primary screen, biochemical, single point, plate reader. inhibition, % at 10.7 µM. recombinant ERAP1, Leu-AMC fluorescence, 60 min. hit rate 0.15% among 340,000. Endoplasmic reticulum aminopeptidase 1 (Homo sapiens), Q9NZ08. AID 652197, 2013;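 active means mean replicate inhibition of at least 30%, or all replicates individually reaching that 30% level; inactive means mean below 30% and not every replicate reaching it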;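 further: 0% = neutral control wells and 100% = L-leucinethiol positive control wells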
PGC1a acetyl inh: inhibitors of PGC1a acetylation signal, primary screen, cell-based, U2OS, AlphaScreen, inhibitor mode; AlphaScreen anti-acetyl-lysine; with virally co-expressed GCN5 acetyltransferase; inhibition, % at 15.6 µM; hit rate 0.17% among 350,000; AID 651687, 2012;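 active means every replicate shows inhibition of at least 40%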;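 further: 0% = neutral control wells and 100% = positive control wells; some results beyond the cut were filed as inactive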
miR-122 sensor: miR-122 Renilla sensor signal increase in Huh7, primary screen, miR-122 inhibitor project, cell-based, single point, plate reader. Huh7 miR-122 Renilla luciferase sensor, 48 h; neutral wells = 0, positive control = 100. activation (reporter increase), % at 12.5 µM. hit rate 0.3% among 340,000. AID 602342, 2012;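 active means mean replicate activation score at least 90 and every replicate individually at or above 90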;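 further: higher luciferase means less miR-122 activity so hits act as miR-122 inhibitors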
Cneo AK release: Cryptococcus neoformans cell lysis inducers, primary screen, AK release luminescence, single concentration; C. neoformans lysis, adenylate kinase release luminescence, 4 h; normalised: neutral wells 0, clomiphene wells 100; lysis activity, % at 15 µM; hit rate 0.2% among 360,000; AID 651654, 2012;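 active means mean lysis activity across replicates of at least 80%, whatever share of replicates individually reach that level; inactive means mean lysis activity below 80%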
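Test system: log-phase Cryptococcus neoformans yeast cells. Input: 5 × 10^6 yeast cells/mL. Medium: fresh YPD growth medium. Doses: single dose. Incubation: static 4 h at 37 °C with compound, 1 h detection. Measured by: luminescent adenylate kinase detection reagent. Read-out: signal increase indicating cell lysis. Benchmarks: Clomiphene.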
E-selectin induc: E-selectin induction in HUVECs, primary screen, imaging, HUVEC, immunofluorescence imaging, single point; P16581; normalized: neutral wells 0, TNF-alpha wells 100; activation, % at 7.58 µM; hit rate 0.37% among 260,000; AID 686992, 2013;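 active means mean E-selectin-positive cell signal at least 10% of the positive control, reached in at least 60% of replicates, without over 20% cell loss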;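 further: in these data hits start at about 27%; measured in HUVEC primary endothelial cells; signal is the percent of cells scored E-selectin positive by PE staining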
Target sequence (P16581 whole entry, looked up): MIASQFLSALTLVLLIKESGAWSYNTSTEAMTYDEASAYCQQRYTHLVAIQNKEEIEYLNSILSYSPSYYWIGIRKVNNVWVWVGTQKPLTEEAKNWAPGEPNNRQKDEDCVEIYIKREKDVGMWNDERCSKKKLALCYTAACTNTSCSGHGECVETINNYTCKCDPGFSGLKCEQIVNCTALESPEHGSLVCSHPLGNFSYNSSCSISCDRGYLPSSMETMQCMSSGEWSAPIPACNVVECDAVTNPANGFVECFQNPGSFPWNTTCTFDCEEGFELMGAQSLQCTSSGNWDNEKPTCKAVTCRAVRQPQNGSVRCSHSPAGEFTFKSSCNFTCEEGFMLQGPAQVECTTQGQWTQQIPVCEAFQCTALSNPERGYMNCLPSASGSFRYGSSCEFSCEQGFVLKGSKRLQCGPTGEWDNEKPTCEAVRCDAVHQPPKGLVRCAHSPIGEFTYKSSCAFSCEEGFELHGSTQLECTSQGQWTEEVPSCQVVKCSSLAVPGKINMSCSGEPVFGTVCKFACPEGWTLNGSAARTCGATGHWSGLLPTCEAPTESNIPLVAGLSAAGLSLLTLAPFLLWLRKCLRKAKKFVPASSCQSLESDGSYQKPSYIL
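Test system – human umbilical vein endothelial cells (HUVEC), E-selectin induction · Input – 3,000 HUVEC seeded per well · Buffer or medium – EGM-2, gelatin · Compound dosing – single-point compound dose · Detection – immunofluorescence imaging · Measure – percent E-selectin-positive cells · Controls – TNF-alpha high, DMSO low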
PglD inh: C. jejuni PglD acetyltransferase inhibitors, primary screen, biochemical, DTNB colorimetric, single point | UDP-N-acetylbacillosamine N-acetyltransferase PglD (Campylobacter jejuni) | hit rate 0.098% among 360,000 | AID 602405, 2012 | inhibition, % at 12.5 µM | purified PglD enzyme, DTNB colorimetric CoA detection; in the data active means inhibition above about 16%, passing the limit was not always enough; further: strong numbers were not always called active
* hit, by the source's call; x = no result given; [ ] = dose if it differs, or a comment.

mol	PGC1a acetyl inh	RAD52 anneal inh	PglD inh	E-selectin induc	RAD54 inh	Cneo AK release	miR-122 sensor	ERAP1 inh
COc1ccc(S(=O)(=O)N(C)C[C@@H]2Oc3ccc(NC(=O)C4CCCCC4)cc3C(=O)N([C@@H](C)CO)C[C@@H]2C)cc1	0.4	-1.7	-0.1	-0.2	-4.8	-2.7	5.0[16.7 µM]	-2.0
CNC(=O)C[C@H]1CC[C@@H]2[C@@H](COc3ccc(NS(=O)(=O)c4ccc(F)cc4)cc3C(=O)N2C)O1	-3.7	x	2.4	0.0	3.6	3.0	16.7[16.7 µM]	x
O=C1CN(C(=O)c2ccco2)C(c2ccc(F)cc2)c2cc(Cl)ccc2N1 (stereo not drawn)	-12.3	x	-3.2	x	2.4	0.0	2.9	x
CNC(=O)C[C@H]1CC[C@H]2[C@H](COc3ccc(NC(=O)Nc4ccccc4OC)cc3C(=O)N2C)O1	8.3	-4.0	0.1	0.1	6.4	73.5	-8.3[16.7 µM]	2.0
COc1ccc(C2C3=C(CC(C)(C)CC3=O)Nc3n[nH]c(C)c32)cc1 (stereo not drawn)	-4.8	x	-1.2	x	-3.2	-0.7	-3.1	x
C[C@H](CO)N1C[C@H](C)[C@H](CN(C)C(=O)Nc2ccc(F)cc2)OCCCC[C@H](C)Oc2ccc(NS(=O)(=O)c3cccs3)cc2C1=O	2.3	-6.6	1.1	0.0	1.9	-5.4	-4.2[16.7 µM]	-0.4
COc1ccc(C(=O)Nc2cccc3nc(C)ccc23)cc1OC	x	-12.5	6.3	0.3	-1.9	3.6	x	2.1
NCC[C@@H]1CC[C@@H](NC(=O)C2CCCC2)[C@@H](CO)O1	0.5	-4.3	0.7	-0.1	-6.5	0.2	-1.8[16.7 µM]	-1.2
C[C@H]1CN([C@@H](C)CO)C(=O)c2cc(-c3ccc(C#N)cc3)cnc2O[C@@H]1CN(C)C(=O)c1cccnc1	-2.3	6.1	-0.6	-0.3	6.4	1.1	x	x
CCOC(=O)Cn1c(N2CCCCCC2)nc2c1c(=O)[nH]c(=O)n2C	3.4	x	1.3	x	-13.0	1.3	1.2	x
Cc1c(CCC(=O)NCCCn2ccnc2)c(=O)oc2cc3occ(C(C)(C)C)c3cc12	-9.0	35.4	5.6	x	5.9	16.5	1.6	-6.7
CCC(=O)N[C@@H]1CC[C@@H](CC(=O)NCc2ccccc2OC)O[C@@H]1CO	3.4	5.2	1.1	-0.6	0.2	-5.3	x	-1.9
Cc1ccc(C(=O)NCC(c2ccco2)N2CCc3ccccc3C2)cc1C (stereo not drawn)	2.3	-14.3	2.4	x	-5.0	0.9	-1.9	-6.9
Cc1ccc(CN2CC(C(=O)OCc3ccccc3Cl)CC2=O)cc1 (stereo not drawn)	x	-3.0	-1.5	0.0	-8.7	-0.6	x	-2.0
CCOC(=O)c1[nH]c2ccccc2c1NC(=O)CN(C)C	-4.8	x	-1.6	x	0.0	2.7	-1.1	x
CNC(=O)c1[nH]cnc1C(=O)Nc1ccccc1C	1.0	x	-0.8	x	1.1	4.9	0.6	x
COC(=O)c1cc(NC(=O)c2cccnc2)cc(C(=O)OC)c1	x	-1.2	1.1	x	-2.2	-0.8	-9.5	-3.2
COc1ccc(CN(C)C(=O)c2sccc2-c2ccccc2)c(OC)c1	-0.4	-10.7	4.6	-0.1	-9.3	-1.2	10.4	-0.4
CCN(CC(=O)Nc1c(F)cccc1F)C(=O)CNC(=O)C1CCCCC1	x	4.3	10.0	4.1	9.1	2.8	x	2.0
O=C(CNC(=O)c1ccc2c(c1)OCO2)NCCOc1ccc(Cl)cc1	1.6	-18.3	-1.3	-0.4	2.5	-1.7	6.0	0.5
COc1ccc2nnc(-c3ccc(C(F)(F)F)cc3)n2n1	0.7	-8.0	3.1	14.6	9.1	-4.0	3.2	4.5
COc1ccc(NC(=O)Cn2nnc(-c3ccccc3)c2COc2ccc(C(C)=O)cc2)cn1	4.8	-19.7	2.9	0.0	-3.2	-1.9	5.2	-1.0
CC(=O)Nc1ccc(OCC(O)Cn2nc(C)c(C(C)=O)c2C)cc1 (stereo not drawn)	6.4	x	-5.4	x	-3.2	5.9	-5.2	x
CN(c1ccc(OCC(=O)NCCc2ccccc2)cc1)S(=O)(=O)c1ccc(Cl)cc1	x	-1.3	-7.3	-2.1	-19.6	-1.8	x	3.7
Cc1cccc(S(=O)(=O)N2CCCCN3[C@@H](CO)[C@H](c4ccc(C#CC(C)C)cc4)[C@@H]3C2)c1	3.3	9.4	7.4	-0.5	3.2	0.8	6.9[16.7 µM]	4.6
CNC[C@H]1Oc2ccc(NC(=O)CCN3CCOCC3)cc2CC(=O)N([C@H](C)CO)C[C@H]1C	-5.1	-7.5	-2.8	0.0	4.3	53.6	6.0[16.7 µM]	7.0
C/C(=N\O)C(=O)NCC1CCNCC1	-2.1	x	3.5	x	-9.5	0.4	-1.2	x
Cc1ccccc1OCC1Cn2c(nc3c2c(=O)n(C)c(=O)n3C)O1 (stereo not drawn)	5.4	-3.0	1.1	0.1	0.0	7.5	0.2	-3.1
Cc1ccc(CSc2nnc(-c3ccccn3)n2N)cc1	-7.9	-21.8	0.5	x	-5.6	-0.2	-4.1	-1.9
O=C(c1ccccc1F)N1C[C@H]2[C@@H](c3ccccc31)[C@@H](CO)N2C(=O)C1CCCC1	6.0	-2.8	-4.3	0.1	1.3	0.7	7.1[16.7 µM]	-0.9
CC1C(=O)N(Cc2ccc(F)cc2)c2ccccc2N1C(=O)c1c(F)cccc1F (stereo not drawn)	-5.6	-3.3	1.3	x	3.2	4.8	0.4	2.3
COc1ccc(NC(=O)N(C)C[C@H]2Oc3ccc(NC(=O)c4ccncc4)cc3C(=O)N([C@H](C)CO)C[C@H]2C)cc1	-47.3	-5.9	0.1	-5.2	-7.3	-1.8	-3.7[16.7 µM]	7.0
C[C@@H]1CN([C@@H](C)CO)C(=O)c2cc(NS(=O)(=O)c3cn(C)cn3)ccc2O[C@@H](C)CCCCO[C@H]1CN(C)CC1CCCCC1	x	2.4	0.0	2.1	4.2	-1.7	6.9[16.7 µM]	-2.1
C/C=C/c1ccc2c(c1)[C@H]1[C@H](CCN1C(=O)C1CC1)[C@@H](CO)N2	3.8	-10.3	x	0.1	x	x	x	-1.0
Cc1ccc(CONC(=O)/N=C/N(C)C)cc1	x	x	-2.8	x	-22.1	1.8	4.7	x
CCCS(=O)(=O)N1CCCC(C(=O)NC2CCCCC2)C1 (stereo not drawn)	-5.2	x	0.5	x	-12.1	1.0	-4.6	x
O=C(COC(=O)CCc1c[nH]c2ccccc12)Nc1ccccc1C(F)(F)F	5.3	9.5	-2.5	-0.7	5.8	2.1	x	-2.9
CC(C)c1ccc(C(=O)Nc2ccc(CN3CCOCC3)cc2)cc1	2.9	-12.6	4.4	0.0	7.2	-1.9	x	0.0
C[n+]1ccccc1/C=C/c1ccc2ncccc2c1	x	17.6	-5.7	0.1	2.9	-1.4	-20.2	40.3*
NS(=O)(=O)c1ccc(CNC(=O)CSc2nc3ccc(Cl)cc3[nH]2)cc1	14.5	-23.0	-5.3	0.1	-16.2	1.8	0.5	2.4

Ordered by heavy-atom count (highest first): part of the list above.
mol	PGC1a acetyl inh	RAD52 anneal inh	PglD inh	E-selectin induc	RAD54 inh	Cneo AK release	miR-122 sensor	ERAP1 inh
C[C@@H]1CN([C@@H](C)CO)C(=O)c2cc(NS(=O)(=O)c3cn(C)cn3)ccc2O[C@@H](C)CCCCO[C@H]1CN(C)CC1CCCCC1	x	2.4	0.0	2.1	4.2	-1.7	6.9[16.7 µM]	-2.1
NS(=O)(=O)c1ccc(CNC(=O)CSc2nc3ccc(Cl)cc3[nH]2)cc1	14.5	-23.0	-5.3	0.1	-16.2	1.8	0.5	2.4
C/C=C/c1ccc2c(c1)[C@H]1[C@H](CCN1C(=O)C1CC1)[C@@H](CO)N2	3.8	-10.3	x	0.1	x	x	x	-1.0
Cc1ccc(CONC(=O)/N=C/N(C)C)cc1	x	x	-2.8	x	-22.1	1.8	4.7	x

Further entries:
mol	PGC1a acetyl inh	RAD52 anneal inh	PglD inh	E-selectin induc	RAD54 inh	Cneo AK release	miR-122 sensor	ERAP1 inh
Cc1ccc(C)c(N2CCN(C(=O)C3CCN(S(=O)(=O)c4cccc5nsnc45)CC3)CC2)c1	-7.0	x	-3.0	x	-9.1	-0.5	-13.0	x
COc1ccccc1CNC(=O)C[C@H]1C[C@H]2c3cc(NC(=O)NC4CCCC4)ccc3O[C@H]2[C@@H](CO)O1	1.9	-0.2	0.4	-0.6	-1.2	4.5	0.9[16.7 µM]	-3.5
OCCCCNCc1cc(Br)ccc1OCc1ccccc1F	x	-5.2	2.8	x	8.4	-0.4	-3.4	5.3
CC(C)(C)OC(=O)C[C@H]1C/C=C\C[C@H](CC(=O)NCCO)C(=O)NCCOC1=O	x	-2.7	-0.3	-0.2	1.3	-2.4	x	-2.3
CCCn1c(O)c(N=N)c2ccccc21	2.9	-14.9	-0.5	8.4	-3.1	-0.9	-4.8	2.7
CCOC(=O)c1ccc(NC(=S)N(CCCN2CCCCC2)Cc2ccco2)cc1	x	x	-0.8	0.4	7.0	2.1	17.3	x
CCc1nc(NC2CCCCC2)c(C#N)c2c1COC(C)(C)C2	-1.9	x	-2.4	x	-4.7	-4.2	-3.3	x
COC(=O)[C@H](CCSC)NC(=O)Nc1ccc(C(C)=O)cc1	11.2	x	-2.1	x	-2.5	1.1	1.6	x
COc1ccc(NC(=O)Nc2ccc3c(c2)[C@@H]2C[C@H](CC(=O)N4CCN(C)CC4)O[C@@H](CO)[C@@H]2O3)cc1	-9.0	23.1	-1.0	-0.2	2.1	-8.8	-3.5[16.7 µM]	-0.4
CC(C)(C)c1ccc(/C=N/OCC(=O)NCc2ccccc2)cc1	x	-6.4	3.7	0.8	-7.7	-1.2	10.6	-6.9

Outcome played no part in choosing rows; overall some 1.4% were active at least once.
